Pol kappa inh – DNA polymerase kappa (human) inhibition. purified Pol kappa, fluorescent DNA synthesis assay, 10 min. Potency, µM (series often up to 107 µM), for inactives: top-dose activity, negative = inhibition, hits mostly inhibitors. 400,000 tested, 0.53% active; also: potency is read from the fitted curve at half-maximal effect; % is scaled to controls: 0 for no effect and ±100 for the full control effect
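Enzyme at 10 nM met test compounds for 15 min at room temperature. Substrate addition (50 nM final) began the reaction, which was monitored by fluorescence at 0 and 10 min.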
Anesthetic bind – binds horse apoferritin like a general anesthetic; Potency, µM (top dose mostly 77.5 µM), for inactives: at the top dose activity change, negative = displacement, hits mostly inhibitors; AID 485281; apoferritin/1-aminoanthracene competitive binding, fluorescence; P02791; 350,000 tested, 0.074% active; also: potency is read from the fitted curve at half-maximal effect; % is scaled to controls: 0 for no effect and ±100 for the full control effect; nearly all actives have a fitted effect of over 20% in size
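Apoferritin-based anesthetic binding model; compound displacement of fluorescent 1-AMA measured as endpoint fluorescence after 10 minutes at room temperature, scaled to free-ligand and complex controls.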
APE1 inh – inhibitors of human APE1 endonuclease | recombinant APE1, TAMRA/BHQ-2 abasic DNA cleavage fluorescence | 350,000 tested, 0.35% active | AID 2517 | Potency, µM (top dose mostly 65.8 µM), inactives show at the top dose activity change, negative = inhibition, hits mostly inhibitors;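 also: potency is read from the fitted curve at half-maximal effect; plate controls were vehicle for no effect and reference inhibitor for full effect; nearly all actives have a fitted effect of over 55% in size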
Target sequence (P27695 whole entry, looked up): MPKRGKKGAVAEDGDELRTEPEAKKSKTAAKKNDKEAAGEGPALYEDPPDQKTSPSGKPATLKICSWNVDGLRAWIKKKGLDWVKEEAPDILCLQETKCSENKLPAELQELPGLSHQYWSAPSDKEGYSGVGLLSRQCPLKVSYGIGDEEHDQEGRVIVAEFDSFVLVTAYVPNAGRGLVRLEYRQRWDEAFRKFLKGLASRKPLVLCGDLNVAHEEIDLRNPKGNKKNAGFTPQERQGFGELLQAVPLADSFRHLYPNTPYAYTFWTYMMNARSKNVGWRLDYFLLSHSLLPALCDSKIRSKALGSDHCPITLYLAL
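Enzyme (0.75 nM final) and test compound are incubated 15 min at room temperature before adding 50 nM quenched THF abasic-site duplex. Cleavage dequenches TAMRA, followed at 525/598 nm over three reads one minute apart.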
ERG Ets-DNA blk – inhibitors of human ERG Ets domain-DNA interaction; 370,000 tested, 0.028% active; AID 624246; P11308; fluorescence polarization, His-ERG Ets domain / labelled DNA; Potency, µM (highest dose often 76.9 µM), for the others: at the highest dose FP activity, negative = inhibition, usual class: inhibitors; active = well fitted inhibition curve with a large enough effect in the polarisation, with a control signal flat; inconclusive = small, poorly fitted or top-dose-only effect, or effect the other way, or a change in a side signal; inactive = no such curve, though single readings can be large or run the other way; the % refers to the polarisation;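 also: polarization taken with two DNA probes labelled with fluorescein and Texas red; potency is read from the fitted curve at half-maximal effect; % of control where 0% means no effect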
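His-tagged ERG Ets domain (1 uM in the protein solution; 300mM KCl, 50mM Tris-HCl, 1mM EDTA, 1mM DTT, pH 7.5) received compound, then a probe mix of 5 nM fluorescein-DNA and 100nM Texas-615-DNA. Fluorescence polarization was read for both dyes.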
12-LOX inh – ALOX12 (human) lipoxygenase inhibition; purified 12hLO, xylenol orange hydroperoxide absorbance; Potency, µM (doses to about 108 µM), for the others: top-dose activity change, negative = inhibition, actives largely listed as inhibitors; 580,000 tested, 1.1% active; AID 1671190; also: potency is read from the fitted curve at half-maximal effect; % is scaled to controls: 0 for no effect and ±100 for the full control effect
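Purified human 12hLO at 150 nM in 25 mM Hepes, 0.01% Triton X-100, pH 7.0, preincubated 15 min at room temperature with compound. Reaction started with 40 uM arachidonic acid, 30 min at room temperature. Hydroperoxide measured by Fe-xylenol orange, 573/405 nm absorbance ratio.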
BLM inh – Bloom syndrome helicase (human) inhibition; P54132; recombinant BLM DNA unwinding, fluorescence dequenching; Potency, µM (series often up to 56.1 µM), for inactives: at the top dose activity change, negative = inhibition, hits mostly inhibitors; 350,000 tested, 0.2% active; AID 2528;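 also: potency is read from the fitted curve at half-maximal effect; plate controls were vehicle for no effect and no enzyme for full effect; nearly all actives have a fitted effect of over 35% in size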
Pol beta inh – blocks human DNA polymerase beta activity. Potency, µM (doses to about 114 µM), for inactives: top-dose activity change, negative = inhibition, actives largely listed as inhibitors. Pol beta primer extension/strand displacement, fluorescence kinetic. P06746. 340,000 tested, 1.3% active; also: potency is read from the fitted curve at half-maximal effect; % is scaled to controls: 0 for no effect and ±100 for the full control effect
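Values derive from four-parameter Hill fits of normalized kinetic data: reads at 0 and 10 min following addition of 50 nM substrate to 10 nM Pol beta preincubated 15 min with compound.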
TRHR agonist – TRH receptor (human) agonism. P34981. TRHR cells, calcium flux fluo-8, FDSS agonist mode. activation, % at 2 µM. 360,000 tested, 0.18% active. AID 493084; in the data active = activation above about 30%; also: 0% is about no effect
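Read-out: compound-evoked intracellular calcium rise in TRHR cells, fluo-8 dye, kinetic FDSS fluorescence at 1 s/cycle following a 10-cycle baseline. Cells cultured overnight before dye loading (30 min–1.5 h, RT).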
Pol iota inh – blocks human DNA polymerase iota activity; Q9UNA4; Pol iota fluorescent replication assay, 10 min; Potency, µM (titrated, usually from 115 µM), inactives show at the highest dose activity, negative = inhibition, most hits filed as inhibitors; 390,000 tested, 1% active; also: potency is read from the fitted curve at half-maximal effect
Target sequence (Q9UNA4 whole entry, looked up): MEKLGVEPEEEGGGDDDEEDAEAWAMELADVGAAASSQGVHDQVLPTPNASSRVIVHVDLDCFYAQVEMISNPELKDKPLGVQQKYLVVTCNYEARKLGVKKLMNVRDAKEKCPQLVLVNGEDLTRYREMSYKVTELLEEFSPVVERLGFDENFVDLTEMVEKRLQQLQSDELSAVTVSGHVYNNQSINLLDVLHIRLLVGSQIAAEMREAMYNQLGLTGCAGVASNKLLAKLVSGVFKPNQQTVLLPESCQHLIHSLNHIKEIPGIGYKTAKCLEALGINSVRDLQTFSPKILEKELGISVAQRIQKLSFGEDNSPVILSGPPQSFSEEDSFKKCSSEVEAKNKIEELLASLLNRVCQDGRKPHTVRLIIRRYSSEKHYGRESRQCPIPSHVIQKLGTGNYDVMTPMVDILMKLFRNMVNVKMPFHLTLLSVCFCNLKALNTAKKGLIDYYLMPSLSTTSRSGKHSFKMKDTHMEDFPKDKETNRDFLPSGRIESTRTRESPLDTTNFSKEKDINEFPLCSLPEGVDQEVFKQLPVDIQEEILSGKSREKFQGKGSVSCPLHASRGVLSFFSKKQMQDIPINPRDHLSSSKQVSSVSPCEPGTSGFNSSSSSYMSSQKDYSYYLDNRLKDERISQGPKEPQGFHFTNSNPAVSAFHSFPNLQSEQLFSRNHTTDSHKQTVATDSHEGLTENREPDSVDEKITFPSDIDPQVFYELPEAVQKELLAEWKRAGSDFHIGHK
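Pol iota at 10 nM preincubated 15 min with compounds at room temperature; reaction started with fluorescent substrate, 50 nM final. Fluorescence read kinetically at 0 and 10 min; buffer-only wells as negative control.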
Starred values were filed as active, the others as inactive; ? = inconclusive; . = no result given; & = joins results of further samples; [ ] = another dose, or the depositor's remark. Unless noted, calls follow the shape of the dose curve; as a rule, active = well fitted curve in the direction sought with a large enough effect; inconclusive = small, poorly fitted or top-dose-only effect, or another doubt; inactive = no such curve, though single readings can be large; an effect the other way counts as inactive or inconclusive. A portion of the library. The share of hits here may be higher or lower than overall.

structure | Pol kappa inh | Anesthetic bind | APE1 inh | ERG Ets-DNA blk | 12-LOX inh | BLM inh | Pol beta inh | TRHR agonist | Pol iota inh
Cc1ccc(C)c(N2CCN(C(=O)C3CCCN(S(=O)(=O)c4cccc5nsnc45)C3)CC2)c1 (stereo not drawn) | -6% | -10% | . | -2% | -16% | -7% | 17% | -0.3 | 2%
O=C1NCCO1 | -2% | . | -11% | -1% | 11% | . | . | 0.4 | ?
Cc1ccc(NC(=O)/C=C/C(=O)O)c([N+](=O)[O-])c1 | -20% | -7% | -2% | -7% | -21% | 2% | 1% | 0.1 | -20%
CCOC(=O)c1c(C)c(C(=O)NCc2ccco2)c(C)n1C | -3% | -2% | -1% | -2% | -16% | 0% | -3% | -0.3 | 21%
CC1(C)OC(=O)C(=CNCCc2ccc(O)cc2)C(=O)O1 | 6% | 1% | 6% | 3% | 0% | -5% | -10% | -0.3 | 14%
COc1ccc(S(=O)(=O)N2CCN(Cc3ccc4c(c3)OCO4)CC2)cc1OC | -3% | 3% | . | -2% | -13% | -2% | 2% | -0.3 | -1%
CCOC(=O)c1noc2nc(C)n(CC(=O)Nc3ccc(Br)cc3C)c(=O)c12 | 0%[60.1 µM] | -20% | . | 0% | -53% | -1% | 17% | -0.1 | 4%
Brc1cnc(N2CCCC2)nc1N1CCOCC1 | -8% | -6% | 5% | 0% | -7% | -4% | -1% | -0.2 | 3%
CCCCN(CC)S(=O)(=O)c1ccc(C(=O)N=c2sc3cc(NC(C)=O)ccc3n2C)cc1 | -4% | 57%[activator] | 1% | 12% | 8% | -9% | 14%[57.1 µM] | 0.0 | 18%
Cc1ccc([N+](=O)[O-])cc1NC(=O)CN(c1ccccc1)S(=O)(=O)N(C)C | -6% | -6% | . | 2% | 0% | -4% | 19% | 0.3 | -10%

Following part.
structure | Pol kappa inh | Anesthetic bind | APE1 inh | ERG Ets-DNA blk | 12-LOX inh | BLM inh | Pol beta inh | TRHR agonist | Pol iota inh
CC1(C)N=C(SCc2ccccc2Cl)c2ccccc2N1 | -2% | 60%[activator] | . | 10% | -9% | 0% | 23% | -0.4 | -1%
Nn1cnc2sc3c(c2c1=O)CCC3 | -2% | ? | -2% | 3% | 6% | 0% | 18% | 0.5 | -2%
O=[N+]([O-])c1ccc(NCc2ccccc2)nc1 | -3% | ? | 0% | 2% | -33% | -1% | ? | -0.6 | 3%
Cc1ccc(C(=O)NC(=S)Nc2ccc3[nH]c(=O)[nH]c3c2)cc1 | -9% | 9% | 14% | -2% | ? | 0% | 0% | 0.2 | -1%
CCOc1ccccc1N(CC(=O)Nc1ccc(OC)c(OC)c1)S(=O)(=O)c1ccccc1 | -13% | -9% | -7% | 2% | 0% | -2% | 18% | -0.3 | -26%
COC(=O)CC(CP(=O)(O)CN(C)C=O)C(=O)OC (stereo not drawn) | 8% | -7% | -2% | 2% | 13% | -5% | 1% | 0.6 | 23%
Cn1c(=O)c2c(ncn2CC(=O)N2CCN(c3ccc([N+](=O)[O-])cc3)CC2)n(C)c1=O | -5% | -7% | -1% | 0% | ? | -4% | 0% | -0.3 | 159%[activator]
COc1ccc(/C=N/NC(=O)CN2CCS(=O)(=O)CC2)cc1 | 4% | -6% | -5% | 0% | 0% | 3% | 8% | 0.1 | 2%
CC(=O)C(Sc1nnnn1-c1ccccc1)C(C)=O | -3% | -2% | 0% | 4% | ? | 0% | -22% | 0.1 | -16%[58.9 µM]
O=C(O)CCCCCN1C(=O)/C(=C\c2cn(-c3ccccc3)nc2-c2cccs2)SC1=S | ? | -17% | -1% | 17% | ? | 16µM* | -68% | 1.8 | ?

(cont.)
structure | Pol kappa inh | Anesthetic bind | APE1 inh | ERG Ets-DNA blk | 12-LOX inh | BLM inh | Pol beta inh | TRHR agonist | Pol iota inh
CC(N)=NCCCC[C@@H](N)C(=O)O | 2%[60.1 µM] | . | 2% | . | . | . | -5%[57.1 µM] | . | -10%[58.9 µM]
N/C(=N\OC(=O)C1CCCCC1)c1ccccn1 | -11% | -24% | 1% | 1% | 4% | 0% | 42% | -0.9 | -1%[58.9 µM]
Cc1ccsc1/C=N/NC(=O)c1ccc2nc[nH]c2c1 | -7% | -6% | 17% | -1% | -15% | 3% | 24% | 0.1 | 7%
Cc1ccc(S(=O)(=O)c2nc(-c3ccccc3)oc2N2CCC(C(N)=O)CC2)cc1 | 4% | -8% | 6% | -7% | 0% | -3% | 13% | 0.2 | ?
O=C(C=Cc1ccccc1O)c1ccccc1O | 1% | . | . | 7% | -24% | . | . | . | ?
CCn1c(C(=O)N2CCC(C(=O)NCc3ccc4c(c3)OCO4)CC2)cc2sccc21 | -7% | 2% | -3% | 2% | -2% | 0% | -23% | 0.0 | -6%
CC(C)CN(CCNC(=O)CN1C(=O)CSc2ccc(S(=O)(=O)N3CCOCC3)cc21)CC(C)C | 1% | -6%&6% | 2% | -13%&0% | 2%&0% | -2%&0% | -4%&-8% | 1.7&-0.3 | 12%&45%
O=C1C=CC(=O)c2c1ccc1c2ccc2ccccc21 | -19%[12 µM] | -9%[29.3 µM] | -3%[21 µM] | . | . | -12%[21.4 µM] | . | . | .
COc1cc(/C=N/n2cnnc2)ccc1OS(=O)(=O)c1ccccc1[N+](=O)[O-] | -23% | -7% | 3% | 7% | 10% | 0% | 23% | 0.0 | 18%
O=C(NNC(=O)c1ccc(Br)s1)c1csc(N2CCOCC2)n1 | 5% | . | -5% | -2% | 15% | . | . | -0.2 | 1%

Remaining list, next part
structure | Pol kappa inh | Anesthetic bind | APE1 inh | ERG Ets-DNA blk | 12-LOX inh | BLM inh | Pol beta inh | TRHR agonist | Pol iota inh
CCc1ccc(Sc2cc(C(=O)NCCN3CCOCC3)c3ccccc3n2)cc1 | -8% | -3% | 0% | 5% | -29% | -1% | 14% | 0.3 | -1%
CC(C)=C(NC(=O)c1ccccc1)C(=O)NC(Cc1ccccc1)C(=O)O (stereo not drawn) | -19% | 6% | -12% | -7% | ? | 0% | -1% | 1.5 | 0%
COc1ccc(S(=O)(=O)N2CCOC2CNC(=O)C(=O)NCc2ccc(F)cc2)cc1 (stereo not drawn) | -20% | ? | -16% | 0% | 37% | 0% | 4% | 0.0 | 20%
Cc1cc(Nc2cc(F)ccc2C)n2nc(C)nc2n1 | -29% | 29% | 6% | 2% | ? | -9% | -5% | -1.4 | -13%
CCN(CC)CCNc1nc2ccccc2n1C | 1% | 1% | -2% | 10% | 0%[57.4 µM] | 3% | 0% | 0.0 | 10%
Cc1ccc(Cn2nnnc2CN2CCC(NC(=O)c3ccccc3F)CC2)cc1 | -1% | -8% | -2% | -5% | 15% | 0% | 13% | -0.4 | -9%
Cc1ccc(N(C)S(=O)(=O)c2cccc(C(=O)Oc3ccc4c(C)cc(=O)oc4c3)c2)cc1 | -5% | 63%[activator] | 2% | 4% | 11% | -11% | 9% | 0.0 | -11%
CCCn1nc(C(=O)OCn2nnc3ccccc3c2=O)c2ccccc2c1=O | 1% | -3% | 3% | 2% | 5%&-18% | -7% | ? | -1.2 | 10%
Cn1c(=O)oc2cc(S(=O)(=O)N3CCC(C(=O)Nc4ccc(F)c(Cl)c4)CC3)ccc21 | -8% | -5% | . | -3% | 0% | -6% | -1% | 0.4 | 17%
Cc1ccccc1C(=O)OCn1nnc2ccccc2c1=O | -4% | -14% | -1% | -6% | -18% | -3% | -26% | -0.3 | -1%

(continued)
structure | Pol kappa inh | Anesthetic bind | APE1 inh | ERG Ets-DNA blk | 12-LOX inh | BLM inh | Pol beta inh | TRHR agonist | Pol iota inh
O=C(NCc1ccccc1)c1nc(S(=O)(=O)Cc2ccccc2)ncc1Cl | -5%&-28% | -7%&74% | 3% | 0%&13% | -1%&28%&-10% | -1%&-1% | -1% | -0.5&-1.4 | 2%&15%
CCN(CC(=O)Nc1ccc(Br)cc1)CC(=O)Nc1cc(C)on1 | -15% | . | -14% | 21% | 43% | . | . | -0.8 | 13%
CCOC(=O)C1=C(C)c2ccccc2OC1(C)C(=O)OCC (stereo not drawn) | -9%&-18% | -11%[110 µM] | -10%&-6% | 0% | ? | 0%[75.6 µM] | . | . | 19%
COc1ccc(CCNC(=O)CN2C(=O)CCSc3ccccc32)c(OC)c1 | -1% | -10% | 12% | 2% | 0% | -4% | 47% | -0.6 | 26%
N#CC1(NC(=O)COC(=O)c2cccc(-n3cnnn3)c2)CCCCC1 | 6% | . | 15% | -8% | -44% | . | . | 0.1 | 18%
CCc1ccc(-n2nc(C)c3c(C(=O)N4CCN(c5ccccc5)CC4)cc(C)nc32)cc1 | -7% | -2% | . | -1% | ? | -8% | 2% | -0.2 | 6%
Cc1ccc2cc(CN(CC3CCCO3)C(=S)NCc3ccco3)c(=O)[nH]c2c1C (stereo not drawn) | -17% | -4% | 2% | -6% | ? | -8% | -16% | 0.6 | 174%[activator]

Screening data: PubChem, National Center for Advancing Translational Sciences (NCATS)
